# DAGLB inhibitor – diacylglycerol lipase beta (human) inhibition; actives 0.059% (n = 340,000); inhibition, % at 5.17 µM; HEK293T DAGLB membrane lysate, EnzChek fluorogenic substrate; AID 504411; Q8NCG7; in the data active = inhibition above about 34%;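 note: 0% = enzyme with vehicle and 100% = wells lacking enzyme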
# Target sequence (Q8NCG7 whole entry, looked up): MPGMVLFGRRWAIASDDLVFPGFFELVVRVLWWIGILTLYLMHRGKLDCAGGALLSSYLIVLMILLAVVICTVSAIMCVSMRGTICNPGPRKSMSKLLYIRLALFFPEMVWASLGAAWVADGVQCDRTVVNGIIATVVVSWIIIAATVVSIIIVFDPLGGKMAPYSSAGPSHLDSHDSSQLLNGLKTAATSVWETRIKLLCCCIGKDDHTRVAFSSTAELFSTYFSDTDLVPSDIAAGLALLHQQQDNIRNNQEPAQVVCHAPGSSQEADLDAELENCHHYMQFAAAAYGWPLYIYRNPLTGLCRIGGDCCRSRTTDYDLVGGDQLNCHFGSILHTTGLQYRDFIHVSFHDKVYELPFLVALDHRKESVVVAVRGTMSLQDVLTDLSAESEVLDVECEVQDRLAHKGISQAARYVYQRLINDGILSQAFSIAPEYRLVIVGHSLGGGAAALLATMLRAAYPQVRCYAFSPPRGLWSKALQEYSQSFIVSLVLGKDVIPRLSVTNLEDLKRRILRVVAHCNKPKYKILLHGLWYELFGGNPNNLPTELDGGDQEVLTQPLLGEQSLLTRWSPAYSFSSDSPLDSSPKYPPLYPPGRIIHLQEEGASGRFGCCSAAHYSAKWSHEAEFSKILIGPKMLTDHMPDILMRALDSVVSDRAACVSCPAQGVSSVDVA
# phage Ecoli inh – E. coli growth loss with phage present; inhibition, % at 11.9 µM; AID 651602; actives 0.26% (n = 360,000); growth absorbance; in the data active = inhibition above about 11%
# AddAB inh – less growth of phage-infected E. coli with AddAB. E. coli expressing H. pylori AddAB, absorbance growth. inhibition, % at 11.9 µM. actives 0.29% (n = 330,000); in the data active = inhibition above about 12%;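 note: 0% = vehicle wells of infected cells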
# HTR5A ag – HTR5A agonism, opioid heterodimer counter-screen; P47898; HTR5A agonist assay, luminescence, cell-based; activation, % at 9.3 µM; actives 0.61% (n = 340,000); AID 504692; in the data active = activation mostly above about 9.5%, no sharp cut-off; inactive = mostly below about 7.6%;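 note: 0% = cells with vehicle only and 100% = reference agonist; strong numbers were not always called active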
# Target sequence (P47898 whole entry, looked up): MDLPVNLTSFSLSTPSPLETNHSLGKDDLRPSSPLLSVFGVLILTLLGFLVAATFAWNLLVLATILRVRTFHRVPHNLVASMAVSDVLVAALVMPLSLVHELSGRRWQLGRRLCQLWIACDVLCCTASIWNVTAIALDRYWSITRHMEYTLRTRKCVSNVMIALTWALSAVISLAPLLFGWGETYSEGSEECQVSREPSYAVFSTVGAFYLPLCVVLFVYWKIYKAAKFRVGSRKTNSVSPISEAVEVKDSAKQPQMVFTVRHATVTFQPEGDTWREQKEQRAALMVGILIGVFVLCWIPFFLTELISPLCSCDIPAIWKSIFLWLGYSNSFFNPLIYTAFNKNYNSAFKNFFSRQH
# SUMO Mot1 rescue – inhibitors of SUMOylation pathway: yeast Mot1-301 growth rescue; S. cerevisiae Mot1-301 growth rescue, ATP luminescence, 38.5C; percent above DMSO median, 100 means doubled; actives 1% (n = 320,000); growth rescue, % at 18.8 µM;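 active = every valid replicate shows activation above 250% relative to neutral control wells; inactive = the rest, any valid replicate at or below 250%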;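 note: OY570 slx delta 5 strain wells were the positive control but not used for scaling; some compounds called inactive have numbers as strong as hits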
# E coli growth – bacterial growth inhibition, counter-screen for AddAB inhibitors. inhibition, % at 11.9 µM. actives 0.27% (n = 330,000). AID 449728. E. coli V3065 growth, OD600 absorbance, 18 h;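 active = inhibition above the campaign's mean inhibition across all tested compounds plus 3 SD, cut at about 9.9% in these data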;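 note: uninfected addAB+ strain grown without phage in ampicillin broth; 0% = DMSO wells and 100% = ciprofloxacin 0.95 µg/ml wells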
# PKA-R2B activ – activators of human PKA-R2B complex. P22694+P31323. PKA-R2B holoenzyme dissociation, Cy5-IP20 fluorescence polarization; R2B truncated from residue 108, S112A mutant; 0% DMSO only, 100% 113 µM cGMP. activation, % at 11.4 µM. actives 0.079% (n = 340,000). AID 504700;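 active = activation above a cutoff set at the mean over all compounds plus 3 SD, cut at about 18% in these data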;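 note: higher means more holoenzyme dissociation and a rise in polarization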
# HTR5A inv ag – HTR5A inverse agonism, opioid heterodimer counter-screen. P47898. HTR5A cell line, luminescence. inhibition, % at 9.3 µM. actives 0.083% (n = 340,000); in the data active = inhibition mostly above about 23%, no sharp cut-off; inactive = mostly below about 18%;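 note: 0% = cells with DMSO and 100% = no-cell wells with DMSO; some compounds called inactive have numbers as strong as hits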
# Tat export inh – E. coli Tat transport inhibition. AID 488895. inhibition, % at 10 µM. E. coli MC4100 TorA-mCherry Tat export, fluorescence. actives 0.036% (n = 340,000);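 active = mean replicate inhibition at least 50% and at least half of replicates individually reaching 50%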;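 note: exported cargo escapes ClpAP degradation while cytoplasmic cargo is degraded and loses fluorescence; 0% = median of neutral control wells and 100% = median of NaSCN control wells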
# CDK5 inh – inhibitors of human CDK5/p35 kinase. actives 0.01% (n = 330,000). Q00535+Q15078. AID 488839. inhibition, % at 10 µM. Recombinant CDK5/p35, ADP-Glo luminescence, 60 min;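 active = highest replicate inhibition of at least 50% and at least 75% of replicates reaching 50%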;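 note: plate controls were DMSO neutral control for no effect and GW8510 at 10 µM for full effect; many of its hits are not listed in these tables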
# PKA-R1A act – PKA-R1A complex activation; P00514+P68181; activation, % at 11.4 µM; PKA-R1A dissociation, Cy5-IP20 fluorescence polarization; scaled: DMSO 0%, 113 µM cGMP 100%; AID 504707; actives 0.083% (n = 340,000);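 active = percent activation above the mean of all tested compounds plus 3 SD, cut at about 19% in these data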;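 note: higher means more PKAc released from R1A so a rise in polarization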
# Starred values were filed as active, the others as inactive; / = no result given. An unsorted share of the library; about 2.3% have a hit in one of these screens.
SMILES,DAGLB inhibitor,phage Ecoli inh,AddAB inh,HTR5A ag,SUMO Mot1 rescue,E coli growth,PKA-R2B activ,HTR5A inv ag,Tat export inh,CDK5 inh,PKA-R1A act
CC(=O)NC12CC3CC(C1)CC(C(=O)Nc1nc4c(C)cccc4s1)(C3)C2,-1,1.5,-2.0,0,-12,0.9,7,9,-4,-0.1,16
Cc1ccc(N=C2S/C(=C\c3cn(CC(=O)O)c4ccccc34)C(=O)N2C)cc1,13,-1.0,2.1,-7,4,-0.7,-1,-9,-1,-2.4,2
COc1ccccc1-n1cnnc1SCC(=O)N1CCN(C(=O)c2ccco2)CC1,-1,1.9,-2.4,2,/,-1.6,-5,24,5,-1.7,5
Cn1cccc1-c1cc(C(=O)N/N=C/C=C/c2ccccc2)[nH]n1,1,4.4,4.1,2,196,2.1,-3,-4,-5,0.7,-9
O=C(Cc1c(F)cccc1Cl)Nc1ccccc1-c1ccccc1,-9,2.9,0.1,7,38,-0.3,-4,-29,-2,-1.1,13
O=C(CN(Cc1ccccc1)C(=O)CSc1nnc(COc2ccccc2)o1)NC1CCCC1,2,2.4,1.4,-2,-12,-0.8,-5,-2,7,-2.3,-8
CCN(CCNC(=O)C1CCCN(S(=O)(=O)CC)C1)c1ccccc1 (stereo unspecified),-1,4.7,-0.7,0,-14,0.1,15,-11,-1,1.3,4
COc1ccc(O)c(/C=N/NC(=O)CCC(=O)Nc2ccc(C)cc2)c1,-2,-0.2,-3.6,5,-14,-2.8,-3,-20,0,0.5,-2
O=C1c2cccnc2C(O)N1Cc1ccc(F)cc1 (stereo unspecified),-1,2.0,3.5,3,-7,-2.0,-4,21,1,-0.8,0
COc1cc(OC)cc(-c2nnc(NC(=O)c3ccc4c(c3)OCCO4)o2)c1,1,0.2,-2.4,-3,12,-5.2,-15,15,-8,-0.5,5
CCCCN(C(=O)CCC(=O)O)C1CC(=O)N(c2ccc(OCCC)cc2)C1=O (stereo unspecified),1,2.6,5.5,0,4,0.3,8,0,1,-0.2,10
CCOC(=O)c1c(NC(C)=O)sc2c(OCC(O)CN(CC)CC)c(Br)ccc12 (stereo unspecified),-2,2.3,2.0,3,17,-0.2,-1,-8,3,-1.2,0
COc1cccc2cc(-c3csc(CCn4nc(C)cc4C)n3)c(=O)oc12,-4,3.2,-0.6,-1,-17,-0.1,5,5,-4,-0.4,-9
CNc1nc(Nc2ccc(Br)cc2)nc(N)c1[N+](=O)[O-],0,0.0,4.2,7,0,2.5,-10,15,-9,-0.4,-17
CN(CCO)c1ccc(C(C(=O)c2ccccc2)c2ccc(N(C)CCO)cc2)cc1,6,3.4,-1.5,-2,118,-0.9,-7,6,5,-0.5,5
Cc1cc(NC(=O)CSc2nnc(-c3ccoc3C)n2N)no1,-2,2.6,2.5,2,-28,2.9,-3,-34,15,0.6,-7
Fc1ccccc1CSc1nnc(-c2ccccc2)o1,-12,2.9,0.5,-5,7,1.6,-8,-16,21,-0.8,-5
O=[N+]([O-])c1ccccc1N/N=C/c1cccc(O)c1O,15,0.8,2.9,-3,3,0.4,-8,8,-11,-0.5,0
COC(=O)c1ccc(-n2c(C)cc(C(=O)CSc3cccc[n+]3[O-])c2C)cc1,-3,2.6,3.6,-3,-13,2.9,0,8,-2,-0.2,-8
C(=N\Nc1ccc2ccccc2n1)/c1ccc2c(c1)OCO2,-4,-1.6,0.1,1,-9,1.2,-9,-2,1,-2.2,-6
CC(C)C(=O)Nc1cccc(COc2ccc(CN(Cc3ccccc3)C(=O)OC(C)(C)C)cc2)c1,-12,3.3,/,3,/,/,-2,-11,-6,0.4,4
CCOCC(=O)Nc1cc(C(=O)NCCc2ccccc2)ccc1Cl,-4,4.7,0.2,-1,-4,-0.4,4,3,-12,2.3,-5
O=C(Nc1cc(-c2nc3ccccc3s2)ccc1Cl)c1ccc2c(c1)OCO2,-5,-0.2,1.8,3,8,0.6,0,-10,-7,-10,10
CC(C)NC(=O)c1onc(CSc2ccc(Cl)cc2)c1C(=O)O,8,2.5,2.6,6,6,0.5,-8,-18,1,-1.3,0
Cc1ccccc1-n1sc2cc(F)ccc2c1=O,3,3.2,7.1,2,702,4.0,-7,-5,-12,2.5,7
Cc1sc2ncnc(SCC(=O)Nc3cccc(S(N)(=O)=O)c3)c2c1C,1,1.3,-0.7,0,10,-2.4,2,-1,-9,-0.2,-2
Fc1ccccc1N1CCN(c2nc(-c3cccs3)nc3ccccc23)CC1,-16,2.6,3.9,0,102,1.4,-1,-1,-7,1.1,-2
CC1(OC(=O)C2CCCC2)C(=O)C=C2C=C(c3ccsc3)N(CC3CC3)C=C2C1=O (stereo unspecified),-1,0.2,1.2,3,-4,0.0,4,-38,8,-1.9,0
CCOC(=O)C(CC)Sc1nc(N)c(NC(=O)c2ccc(OC)c(OC)c2)c(=O)[nH]1 (stereo unspecified),-4,0.9,2.0,5,-3,1.6,-5,6,-11,0.6,-8
O=C(CSc1nc2ccccc2c(=O)n1CCCN1CCOCC1)Nc1ccc(F)c(Cl)c1,1,0.6,-1.5,0,-19,-1.1,2,-3,-3,0.9,-10
Cc1ccc(N2C(=O)c3ccc(C(=O)N4CCN(c5cccc(C)c5C)CC4)cc3C2=O)cc1,-2,2.0,0.8,0,16,1.2,5,16,-2,2.3,-7
COCCNC(=O)C1(C)Oc2ccccc2NC1=O (stereo unspecified),-3,2.4,1.6,-3,-7,2.4,0,-3,-1,0.5,-9
COc1ccc(N2CCN(C(=O)CNC(=O)c3ccc4ccccc4c3)CC2)cc1,0,-1.0,3.9,-1,126,1.8,-6,3,-14,0.8,-15
COC(=O)[C@]1(Cc2ccccc2)N[C@H](CN(C)S(=O)(=O)c2ccc(C(F)(F)F)cc2)[C@@H]2C(=O)N(Cc3ccccc3)C(=O)[C@@H]21,-7,5.1,5.2,-4,-7,-2.0,-18,13,-4,-0.4,3
CC(C)CCNC(=S)Nc1ccc(F)cc1,2,3.8,-1.0,4,-1,-0.8,-3,-10,-2,0.2,-8
COc1ccc2nc(SCC(=O)NCCc3ccccc3)[nH]c2c1,-3,2.7,-0.2,1,-5,-0.2,8,-4,-5,-0.9,6
NC(=O)NC(=O)CN1C(=O)NC2(CCOc3ccccc32)C1=O (stereo unspecified),1,2.2,3.6,5,-10,-0.3,6,2,0,-0.6,1
CC(C)(C)c1ccc(C(=O)NCC(=O)N/N=C/c2cccnc2)cc1,2,3.0,-1.4,1,64,-0.8,-1,-2,-5,-1.0,-2
CC(C)CNC(=O)C1CCCN1S(=O)(=O)c1ccc(Cl)cc1 (stereo unspecified),0,2.0,1.1,5,-2,1.2,6,-12,-12,7.8,-12
O=S(=O)(Cc1ccc(Cl)cc1)CC(O)COCc1ccccc1 (stereo unspecified),-5,3.3,0.8,-1,0,-2.3,-9,4,-1,0.6,-3
CCCCCCCCCCCCC(NC(C)=O)(C(=O)OCC)C(=O)OCC,-13,5.0,1.6,2,-27,0.0,-10,-6,7,1.1,-4
CC(C)CC(=O)Nc1ncc([N+](=O)[O-])s1,3,-0.4,-0.8,1,10,-2.4,-5,-22,-6,4.8,6
NC(=O)C1CCCN1 (stereo unspecified),-1,1.8,-1.8,-6,-10,1.5,7,16,0,-1.3,0
O=C1NC(c2cccs2)Nc2sc3c(c21)CCCC3 (stereo unspecified),2,0.6,4.6,9,3,0.0,2,-28,21,-4.4,1
CCOC(=O)c1c(NC(=O)c2cc(C(C)C)on2)sc(C(C)=O)c1C,0,4.2,2.2,2,28,-1.7,-4,-13,1,0.3,10
CCO[C@@H]1OC(C(=O)O)=C[C@H](C2CC2)[C@H]1CCCO,0,2.2,5.7,5,17,-0.8,-9,-13,8,-3.4,-9
Cc1nc2ncnn2c(N2CCC(C(=O)NCC3CCCO3)CC2)c1Cc1ccccc1 (stereo unspecified),1,/,1.3,4,914,0.0,-10,4,0,-0.5,-8
COc1ccc(C(=O)NCC(=O)OCC(=O)N(C)c2ccccc2)cc1,2,1.1,2.6,2,326,-0.9,-7,-6,-8,0.4,-9
COc1cc(C(=O)OC(C)CN2CCN(C)CC2)cc(OC)c1OC (stereo unspecified),-2,-0.2,1.3,4,107,-0.8,2,-14,7,0.8,4
CCOC(=O)C1=C(COC(=O)/C=C/c2cccc(F)c2)NC(=O)NC1C (stereo unspecified),5,3.0,1.3,-1,2,0.2,2,2,1,0.3,-9
O=C(NC1CC1)C1CCN(C2CCN(C(=O)CC3=CCCCC3)CC2)CC1,0,1.8,-1.6,-4,9,-1.5,8,10,4,1.4,-5
Cc1ccc(S(=O)(=O)Nc2cc(=O)[nH]c(SCC(=O)Nc3ccccc3C(F)(F)F)n2)cc1,2,0.8,0.4,3,-13,-0.4,-3,-7,-3,-0.3,-4
CC(=O)c1cccc(NC(=O)C2CCCN(S(=O)(=O)c3cccc4nonc34)C2)c1 (stereo unspecified),0,3.9,7.3,6,43,2.8,2,13,1,-3.0,-7
COc1cccc2c3c(c(C)nc12)CCN3c1ccccc1,1,2.2,2.1,-3,-4,-0.8,6,7,4,1.6,12
COc1ccc(NS(=O)(=O)c2c(C)[nH]c(=O)[nH]c2=O)cc1OC,-1,-1.2,-0.5,1,-16,0.5,3,-4,0,-1.4,1
CCNc1nc2cccnc2s1,-4,-0.8,-1.2,1,-4,1.0,4,-8,-2,-2.1,-1
Brc1ccc(-c2nnc(-c3ccccc3)o2)o1,-3,4.7,-0.2,3,-15,-0.4,-1,23,3,-0.6,-1
CCOc1ccc(-c2nnc3ccc(SCC(=O)N4CCCCC4)nn23)cc1,0,2.1,-1.2,0,44,-2.0,-8,0,7,-0.5,-1
Cc1nc2ccccc2c(=O)n1NC(=O)c1ccc(C(C)(C)C)cc1,-4,2.8,-0.5,1,-27,-0.1,-3,-5,-5,1.2,1
O=[N+]([O-])c1ccc(NCc2ccc3c(c2)OCO3)cc1,-1,4.0,1.2,8,43,1.9,-6,-24,-1,-2.8,7
O=C(CCC1CCCCC1)Nc1ccccc1-c1ccccc1,-12,1.9,4.6,-1,10,1.8,2,3,2,-0.6,4
O=C(c1ccc(Cl)c(S(=O)(=O)Nc2ccccc2C(=O)N2CCc3ccccc3C2)c1)N1CCc2ccccc2C1,11,2.1,3.1,2,112,-0.1,-7,-4,1,0.5,-5
O=C(OC1CCOC1=O)c1ccc2ncsc2c1 (stereo unspecified),2,0.3,3.3,1,3,-3.2,-12,-25,4,0.9,0

# Part of the list above, field by field:
CCOc1ccc(-c2nnc3ccc(SCC(=O)N4CCCCC4)nn23)cc1
  DAGLB inhibitor: 0; phage Ecoli inh: 2.1; AddAB inh: -1.2; HTR5A ag: 0; SUMO Mot1 rescue: 44; E coli growth: -2.0; PKA-R2B activ: -8; HTR5A inv ag: 0; Tat export inh: 7; CDK5 inh: -0.5; PKA-R1A act: -1
CCCCCCCCCCCCC(NC(C)=O)(C(=O)OCC)C(=O)OCC
  DAGLB inhibitor: -13; phage Ecoli inh: 5.0; AddAB inh: 1.6; HTR5A ag: 2; SUMO Mot1 rescue: -27; E coli growth: 0.0; PKA-R2B activ: -10; HTR5A inv ag: -6; Tat export inh: 7; CDK5 inh: 1.1; PKA-R1A act: -4

# High-throughput results (PubChem)
